Compound activity: PubChem, several laboratories
GC-A act – GC-A (human) enzyme activation; HEK293 GC-A cells, cGMP TR-FRET, EC30 ANP; 0% at EC30 ANP, 100% saturating ANP; AID 1671463; hit rate 0.14% among 370,000; activation, % at 10 µM; P16066; in the data active = activation above about 40%
ABHD4 inh – inhibitors of mouse ABHD4. Q8VD66. purified mABHD4, FP-Rh probe fluorescence polarization. inhibition, % at 8.92 µM. hit rate 0.54% among 370,000;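 active = inhibition exceeding the mean over every tested compound plus 3 SD, cut at about 30% in these data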;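 note: 0% = plate median of compound wells and 100% = S159A mutant with DMSO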
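System: mouse ABHD4 enzyme, wild type / Medium: HEPES pH 7.0, NaCl, Pluronic buffer / Reagent: FP-Rh activity-based fluorescent probe / Control set: S159A mutant high control, sample median low control / Detection: fluorescence polarization with parallel and perpendicular emission, 525/598 nm / Schedule: 45 min + 60 min at 25 °C / Compound dosing: 8.92 µM, single dose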
PRMT1 inh – inhibitors of human PRMT1; Q99873; recombinant PRMT1, activity-based probe fluorescence polarization; inhibition, % at 2.79 µM; AID 652257; hit rate 1.3% among 370,000;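 active = inhibition above about 21% made by adding two undisclosed values, limit read from the data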
Target sequence (Q99873 whole entry, looked up): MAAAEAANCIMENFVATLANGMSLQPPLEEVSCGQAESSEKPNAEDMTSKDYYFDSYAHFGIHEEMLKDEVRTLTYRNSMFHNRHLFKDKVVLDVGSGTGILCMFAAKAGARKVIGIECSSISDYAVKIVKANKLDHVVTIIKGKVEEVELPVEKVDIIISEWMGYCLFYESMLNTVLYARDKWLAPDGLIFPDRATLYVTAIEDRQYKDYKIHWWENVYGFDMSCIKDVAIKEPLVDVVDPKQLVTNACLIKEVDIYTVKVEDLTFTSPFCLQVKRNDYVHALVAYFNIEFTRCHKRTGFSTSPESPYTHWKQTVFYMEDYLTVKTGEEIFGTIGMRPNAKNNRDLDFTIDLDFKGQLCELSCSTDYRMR
HTRA1 inhibitor – blocks human HTRA1 serine peptidase | Q92743 | recombinant HTRA1, FP-rhodamine activity-based probe, fluorescence polarization | inhibition, % at 5.96 µM | hit rate 0.5% among 340,000; in the data active = inhibition above about 36%;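 note: 0% = enzyme with DMSO and 100% = wells lacking enzyme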
Target sequence (Q92743 whole entry, looked up): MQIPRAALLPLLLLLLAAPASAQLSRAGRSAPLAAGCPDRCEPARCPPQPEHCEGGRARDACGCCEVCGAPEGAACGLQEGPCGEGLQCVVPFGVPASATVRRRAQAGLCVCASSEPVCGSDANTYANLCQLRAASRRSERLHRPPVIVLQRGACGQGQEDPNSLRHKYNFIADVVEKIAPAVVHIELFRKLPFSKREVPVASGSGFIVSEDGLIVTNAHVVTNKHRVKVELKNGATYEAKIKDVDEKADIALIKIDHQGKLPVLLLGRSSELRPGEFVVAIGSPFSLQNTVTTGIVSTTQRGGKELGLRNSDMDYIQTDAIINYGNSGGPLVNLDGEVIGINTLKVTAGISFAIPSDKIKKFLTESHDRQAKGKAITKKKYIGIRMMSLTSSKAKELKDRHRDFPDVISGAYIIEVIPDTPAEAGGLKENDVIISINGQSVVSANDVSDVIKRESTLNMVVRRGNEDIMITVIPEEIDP
rCAG RNA binder – binds r(CAG) RNA repeats; r(CAG) RNA repeat, TO-PRO-1 dye displacement fluorescence; inhibition, % at 3 µM; hit rate 1.3% among 370,000; AID 651821;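 active = inhibition above the plate cutoff, the mean of all test compounds on that plate plus 3 SD, cut at about 35% in these data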;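 note: 0% = DMSO alone and 100% = 100 µM mitoxantrone as full dye displacement; higher means more dye released from RNA so lower well fluorescence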
TCR CD3 inh – blocks the human TCR-CD3 interaction; TAMRA-labeled TCR probe fluorescence, biochemical; inhibition, % at 9.4 µM; hit rate 0.37% among 360,000; AID 651800; in the data active = inhibition above about 19%;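 note: recombinant mutant TCR 2C K166C tagged with TAMRA read by polarization; 0% = receptor in buffer alone and 100% = receptor with positive control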
SIAE primary – human SIAE inhibition, primary screen; AID 1053197; SIAE FP-Rh probe binding, fluorescence polarization; hit rate 0.69% among 370,000; inhibition, % at 9.66 µM;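 active = inhibition above a cutoff: mean of compounds within the control limits plus 3 SD of those, cut at about 17% in these data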;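 note: 0% = plate median of compound wells and 100% = probe without SIAE protein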
UHRF1 MBD2 ctr – human UHRF1 methylated DNA binding inhibitors | UHRF1 binding to methylated oligo, TR-FRET | inhibition, % at 4.4 µM | hit rate 0.75% among 370,000 | Q96T88; in the data active = inhibition above about 21%;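 note: UHRF1 SRA domain binding a hemimethylated CpG hairpin DNA probe; 0% = median of test compound wells and 100% = reference inhibitor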
MBD2 DNA inh – inhibitors of human MBD2 binding to methylated oligonucleotide | TR-FRET | inhibition, % at 4.4 µM | Q9UBB5 | hit rate 0.31% among 370,000; in the data active = inhibition above about 13%
GC-B act – GC-B (human) receptor activation; hit rate 0.11% among 370,000; HEK293-GC-B cells, CNP EC30, cGMP TR-FRET; 0% at EC30 CNP, 100% saturating CNP; activation, % at 10 µM;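 active = activation at 10 µM reaching about 35% in either raw or pattern-adjusted values, limit read from the data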
Starred values were filed as active, the others as inactive; nt = not tested or not shown. This is a subset; count on the stated rates, not on these rows.

Assay codes – A = GC-A act; B = ABHD4 inh; C = PRMT1 inh; D = HTRA1 inhibitor; E = rCAG RNA binder; F = TCR CD3 inh; G = SIAE primary; H = UHRF1 MBD2 ctr; I = MBD2 DNA inh; J = GC-B act
#1 CSc1ncc2[nH]c(C(O)c3ccccc3)nc2n1 (stereo unspecified)
  A: 0	B: 0	C: -3	D: 0	E: 2	F: -2	G: 0	H: 2	I: -6	J: 2

#2 Cc1nc(SCC(=O)NCc2ccccc2)c2oc3ccccc3c2n1
  A: 3	B: 4	C: -2	D: 6	E: -1	F: 4	G: 8	H: 3	I: 2	J: 6

#3 O=C(c1ccoc1)N1CCC2(CC1)Oc1ccc(F)cc1C(=O)C21CC(c2ccc(Cl)cc2)=NO1 (stereo unspecified)
  A: -2	B: 0	C: -4	D: -38	E: 7	F: -20	G: -6	H: 2	I: -3	J: -1

#4 CSc1nc(-c2ccccc2)nc(N2CCN(C)CC2)c1C(C)=O
  A: 2	B: -14	C: 5	D: 2	E: -2	F: -17	G: -6	H: 1	I: 5	J: -2

#5 O=C(CCNC(=O)c1ccc(Br)cc1)NCCCN1CCCC1=O
  A: 0	B: 3	C: 2	D: 7	E: -1	F: -9	G: 6	H: -2	I: 2	J: 7

#6 CCSc1ccc(NC(=O)c2cccnc2)cc1
  A: -1	B: -10	C: 1	D: 2	E: 7	F: -7	G: 2	H: 2	I: -1	J: -4

#7 Cc1[nH]n2c(=O)cc(Cc3ccccc3)nc2c1C#N
  A: -1	B: -2	C: 1	D: 0	E: 5	F: 2	G: 4	H: 1	I: 0	J: -9

#8 c1ccc(-c2cc(-c3cc(-c4ccccc4)on3)no2)cc1
  A: 9	B: -2	C: -1	D: -6	E: 2	F: 4	G: 3	H: 1	I: -1	J: 6

#9 COc1ccccc1NS(=O)(=O)c1cc(NC(=O)c2ccncc2)ccc1N1CCOCC1
  A: -14	B: -8	C: 15	D: -17	E: 8	F: -9	G: -8	H: 2	I: -1	J: -7

#10 COC(=O)c1sc(-c2ccc(Cl)cc2)cc1NC(=O)c1ccccc1C(=O)O
  A: 24	B: -8	C: 0	D: -10	E: 71*	F: -18	G: -11	H: 2	I: 3	J: -11

#11 N#C/C(=C\c1cc2c(cc1Br)OCO2)c1ccc(C(=O)O)cc1
  A: 0	B: -10	C: 10	D: 0	E: 14	F: -3	G: -5	H: 7	I: 4	J: -3

#12 CCc1cc(-c2nnn(CCC3COCCO3)c2CC)ccc1-c1cn(Cc2ccccc2)nn1 (stereo unspecified)
  A: 1	B: -11	C: 1	D: -22	E: 4	F: 0	G: -5	H: 3	I: -2	J: 6

#13 CCC(=O)N(CC)c1nc(-c2ccc(OC)cc2)cs1
  A: -2	B: 2	C: -2	D: -11	E: 1	F: 13	G: -1	H: 1	I: -6	J: -1

#14 COc1ccc(CC(CC(=O)O)C(=O)NCc2ccccc2)cc1 (stereo unspecified)
  A: 2	B: 0	C: -1	D: -2	E: -1	F: 2	G: -3	H: -1	I: 0	J: 5

#15 Cc1ccc(OCC(=O)NC2CCCc3ccccc32)c(C)c1 (stereo unspecified)
  A: -5	B: 5	C: 2	D: -10	E: -7	F: 6	G: 6	H: 0	I: 0	J: -5

#16 CCc1cc(=O)oc2cc(C)cc(OCC(=O)NC(Cc3c[nH]c4ccc(O)cc34)C(=O)O)c12 (stereo unspecified)
  A: 2	B: -8	C: 5	D: 1	E: 6	F: 11	G: 14	H: -2	I: 0	J: -4

#17 C[C@@H]1O[C@@H](Oc2c(-c3cc(O)c(O)c(O)c3)oc3cc(O)cc(O)c3c2=O)[C@H](O)[C@H](O)[C@H]1O
  A: -3	B: 10	C: 37*	D: -16	E: 7	F: 3	G: -12	H: 5	I: -4	J: -2

#18 Cc1nccn1CC(=O)N/N=C/c1cc(Br)cs1
  A: 0	B: 1	C: 0	D: 1	E: -1	F: -5	G: 3	H: -1	I: 2	J: 2

#19 CCCCn1c(=O)[nH]c(=O)c2c1nc(-c1ccc(OC(F)F)c(OC)c1)n2C
  A: 1	B: 2	C: 2	D: 2	E: -2	F: -1	G: -7	H: -1	I: 1	J: -14

#20 CC(=O)NCCOc1cccc2ccccc12
  A: -3	B: -17	C: 0	D: 7	E: -2	F: -3	G: 0	H: 1	I: 9	J: 1

#21 COc1ccc2c(c1)nc(-c1cccc(Br)c1)c(=O)n2C(c1ccccn1)c1nc2ccccc2[nH]1 (stereo unspecified)
  A: -5	B: -11	C: 2	D: nt	E: 21	F: 0	G: -1	H: -3	I: -1	J: -10

#22 CCn1c(SCC(=O)Nc2ccc(OC)c(OC)c2)nnc1-c1ccco1
  A: -2	B: 4	C: -3	D: 10	E: -5	F: 2	G: 3	H: -1	I: -6	J: -5

#23 C=CCn1c(SCC(=O)NC2CCCC2)nc2c([nH]c3ccccc32)c1=O
  A: -2	B: 4	C: -2	D: -9	E: 1	F: 6	G: -11	H: 0	I: 0	J: -5

#24 O=S(=O)(c1ccc(F)cc1)N1CCN(C(=S)NCC2CCCO2)CC1 (stereo unspecified)
  A: 0	B: -3	C: 1	D: 3	E: -4	F: -5	G: 0	H: 2	I: 5	J: 3

#25 Cc1ccc(SCC(=O)NCc2ccncc2)cc1
  A: -2	B: 9	C: -1	D: 3	E: 1	F: 10	G: 1	H: -1	I: 2	J: -4

#26 O=C(Cc1ccc2ccccc2c1)Nc1ccccc1Br
  A: 1	B: -5	C: -6	D: -1	E: 2	F: 5	G: -4	H: 0	I: -1	J: 1

#27 CC1CCCN(C(=O)Cn2cnc3c2c(=O)n(C)c(=O)n3C)C1 (stereo unspecified)
  A: 3	B: 5	C: 2	D: -3	E: 1	F: 0	G: 1	H: 1	I: 0	J: 8

#28 O=C(c1cc(S(=O)(=O)N2CCOCC2)c(Cl)cc1Cl)N1CCCCC1CO (stereo unspecified)
  A: 3	B: 2	C: -2	D: -5	E: -2	F: 3	G: 1	H: 3	I: -4	J: 2

#29 CN(C)CCCNS(=O)(=O)c1ccc(-n2nnc3ccccc32)c([N+](=O)[O-])c1
  A: -6	B: 3	C: 1	D: 5	E: 6	F: -5	G: 2	H: -1	I: 3	J: -3

#30 CCCNC(=O)COc1coc(CN2CCN(c3cccc(Cl)c3)CC2)cc1=O
  A: -2	B: -1	C: 1	D: 3	E: -9	F: 2	G: -4	H: 3	I: 2	J: 11

#31 CCc1ccc(-c2cc3c(=O)n(CC(=O)NCCCN4CCN(C)CC4)ncn3n2)cc1
  A: 8	B: 3	C: 0	D: 2	E: -4	F: 2	G: -5	H: 1	I: 1	J: -3

#32 O=[N+]([O-])c1ccc2cn(C3OC(CO)C(O)C3O)nc2c1 (stereo unspecified)
  A: 2	B: 6	C: 2	D: 2	E: 0	F: 5	G: 1	H: -4	I: -7	J: -2

#33 CC(OC(=O)CNC(=O)COc1ccccc1)C(=O)N(C)Cc1ccccc1 (stereo unspecified)
  A: -1	B: 3	C: -3	D: 2	E: -5	F: 6	G: 12	H: -1	I: 4	J: 4

#34 CCc1[nH]nc(C(=O)N2CCCC(CO)(Cc3ccc(F)cc3F)C2)c1C (stereo unspecified)
  A: -3	B: 5	C: 0	D: 8	E: -7	F: 3	G: -2	H: 17	I: 5	J: 3

#35 Cn1cnnc1SCC(=O)NNC(=O)COc1ccc(Cl)cc1
  A: 2	B: -2	C: -9	D: 5	E: -2	F: 1	G: 13	H: -1	I: -3	J: 5

#36 COc1ccc(CNC(=O)C[C@H]2C[C@H](C(=O)N3CCOCC3)[C@@]3(CCC4CCCC4)c4[nH]c5cc(-c6ccco6)ccc5c4CCN3C2=O)cc1OC
  A: 0	B: 0	C: 12	D: -3	E: 19	F: 3	G: -5	H: 2	I: -4	J: -1

#37 COCCNc1nc(Oc2ccc(C(N)=O)cc2)c2sccc2n1
  A: -4	B: 5	C: -5	D: nt	E: -1	F: -3	G: 7	H: -1	I: 2	J: -2

#38 CC1(C)CC(=O)C2=C(C1)N(Cc1ccco1)C(=O)C2(NC(=O)c1cccnc1)C(F)(F)F (stereo unspecified)
  A: 2	B: 4	C: 0	D: 2	E: -1	F: 1	G: -4	H: -4	I: 1	J: 7

#39 CCC(C)[C@H](NS(=O)(=O)c1ccc(F)cc1Br)C(=O)OC (stereo partly specified)
  A: 0	B: 0	C: 0	D: 4	E: 1	F: -3	G: -2	H: 5	I: 0	J: -3

#40 CCOC(=O)C1CCN(C(=O)CNC(=O)c2nn(-c3ccc(OC)cc3OC)c(=O)c3ccccc23)CC1
  A: 4	B: -1	C: -2	D: 3	E: -4	F: 4	G: 3	H: 1	I: 0	J: 3

#41 Cc1occc(=O)c1O
  A: 4	B: 1	C: -5	D: -1	E: 2	F: 7	G: 2	H: 1	I: -1	J: 4

#42 COC(=O)Cn1c(=NC(=O)c2ccc(Cl)s2)sc2cc(C)ccc21
  A: 5	B: 1	C: -2	D: -3	E: 2	F: 8	G: 2	H: 1	I: 3	J: 9

#43 Cc1ccccc1OCc1nc(C#N)c(N2CCCC2)o1
  A: 2	B: 9	C: 0	D: 8	E: 4	F: 4	G: 6	H: 0	I: -2	J: 0

#44 COc1cc(NC(=S)N2CCCC(C)C2)cc(OC)c1OC (stereo unspecified)
  A: 5	B: -2	C: 6	D: 7	E: 3	F: 8	G: 6	H: 6	I: 2	J: 0

#45 O=c1oc2cc(Oc3ccc(C(F)(F)F)cc3[N+](=O)[O-])ccc2c2c1CCC2
  A: 0	B: 2	C: 1	D: -7	E: 3	F: 5	G: 0	H: -3	I: -5	J: 0

#46 O=C(N/C(=C\c1ccco1)C(=O)N1CCCC1)c1ccccc1
  A: -3	B: 7	C: 15	D: -5	E: 7	F: -2	G: 6	H: -6	I: -1	J: 4

#47 COCCn1c(-c2ccc(OC)cc2)nc2oc3cc(OC)ccc3c(=O)c2c1=O
  A: -7	B: -10	C: -2	D: -9	E: -1	F: -10	G: -14	H: 2	I: 4	J: -7

#48 COc1ccc(CC(=O)NC(CC(=O)O)c2cccc([N+](=O)[O-])c2)cc1 (stereo unspecified)
  A: 0	B: -4	C: -3	D: -1	E: 1	F: -1	G: 2	H: 1	I: -1	J: -3

#49 COc1cc(/C=C2\SC(=S)N(NS(=O)(=O)c3ccc(C)cc3)C2=O)cc(OC)c1OC
  A: 4	B: 1	C: -3	D: -18	E: 6	F: 4	G: -6	H: -1	I: -5	J: 4

#50 COc1ccc(C(=O)ON=C2c3ccccc3-c3ccccc32)cc1OC
  A: 2	B: -3	C: -2	D: 3	E: 1	F: 0	G: -5	H: 0	I: 2	J: 3

#51 Cc1ccc(NC(=O)CN(C)C(=O)c2ccc(NC(=O)CC3SC(N4CCCC4)=NC3=O)cc2)cc1 (stereo unspecified)
  A: -2	B: -5	C: -3	D: 5	E: -2	F: -4	G: -1	H: 1	I: 0	J: -1

#52 Cc1ccn(C(=O)c2ccc(NC(=O)C3CC3)cc2)n1
  A: nt	B: -6	C: -5	D: 15	E: -4	F: 1	G: -1	H: -2	I: -4	J: nt
